OX1R antag-1 – antagonists of human orexin 1 receptor (OX1R). AID 485270. inhibition, % at 6.6 µM. O43613. 330,000 compounds, 1.8% hits. OX1R-expressing cells, FRET antagonist read-out; in the data active means inhibition mostly above about 38%, no sharp cut-off; inactive means mostly below about 40%;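 further: 0% = agonist challenge alone and 100% = reference antagonist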
Target sequence (O43613 whole entry, looked up): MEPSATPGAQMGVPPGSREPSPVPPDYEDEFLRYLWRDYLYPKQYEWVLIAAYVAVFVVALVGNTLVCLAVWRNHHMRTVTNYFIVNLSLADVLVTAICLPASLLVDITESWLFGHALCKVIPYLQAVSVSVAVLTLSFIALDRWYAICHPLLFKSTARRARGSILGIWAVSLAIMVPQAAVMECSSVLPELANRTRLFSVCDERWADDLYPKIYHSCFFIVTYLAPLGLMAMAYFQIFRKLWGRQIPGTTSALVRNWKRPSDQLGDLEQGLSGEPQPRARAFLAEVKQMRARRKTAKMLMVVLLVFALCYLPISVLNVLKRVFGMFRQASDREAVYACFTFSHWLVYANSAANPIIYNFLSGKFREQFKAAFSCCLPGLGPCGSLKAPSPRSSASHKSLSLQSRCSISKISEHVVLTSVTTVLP
STK33 kinase inh – human STK33 kinase inhibition | Q9BYT3 | purified STK33, MBP phosphorylation, ADP-Glo luminescence | inhibition, % at 10 µM | 320,000 compounds, 0.073% hits | AID 2661;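 active means inhibition at or above 25%, using the most active replicate where run in duplicate; inactive means inhibition below 25%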
Target sequence (Q9BYT3 whole entry, looked up): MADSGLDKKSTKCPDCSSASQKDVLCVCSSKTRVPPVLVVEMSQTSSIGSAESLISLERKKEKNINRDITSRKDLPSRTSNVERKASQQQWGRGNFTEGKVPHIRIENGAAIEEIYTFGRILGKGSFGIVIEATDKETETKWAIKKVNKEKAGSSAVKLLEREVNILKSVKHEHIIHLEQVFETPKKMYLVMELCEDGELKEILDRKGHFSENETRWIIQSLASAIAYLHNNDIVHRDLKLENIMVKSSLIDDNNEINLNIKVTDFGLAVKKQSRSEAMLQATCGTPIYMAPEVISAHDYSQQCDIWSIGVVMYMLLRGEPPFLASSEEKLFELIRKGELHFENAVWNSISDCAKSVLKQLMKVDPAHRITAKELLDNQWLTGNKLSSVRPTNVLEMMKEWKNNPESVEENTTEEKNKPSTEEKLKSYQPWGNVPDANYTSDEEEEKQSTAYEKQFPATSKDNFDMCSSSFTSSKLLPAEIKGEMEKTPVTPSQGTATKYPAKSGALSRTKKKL
OX1R antag-2 – antagonists of human orexin 1 receptor; CHO/OX1R cells, Fluo-8 calcium fluorescence, orexin A; 330,000 compounds, 0.43% hits; O43613; inhibition, % at 5 µM; AID 434989;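 active means inhibition above its plate's threshold, mean inhibition of all tested compounds on the plate plus 3 SD, cut at about 37% in these data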;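 further: 0% = orexin A challenge wells and 100% = SB-334867-A antagonist wells; not every result past the cut was called active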
Starred values were filed as active, the others as inactive; nt = no result given.

cpd	Compound	OX1R antag-1	STK33 kinase inh	OX1R antag-2
1	O=C(NN1C(=O)/C(=C\c2ccc(O)c([N+](=O)[O-])c2)SC1=S)c1ccccc1Cl	64*	0.1	-19
2	CCCC(=O)Oc1ccc(-c2nccc(C(OC)OC)n2)cc1	2	-0.2	-6
3	CC1CN(C(=O)COC(=O)CSc2ccc(C(N)=O)cc2[N+](=O)[O-])CC(C)O1 (stereo not drawn)	73*	1.1	-3
4	O=C(NC(=S)Nc1nc(-c2ccc([N+](=O)[O-])cc2)cs1)c1ccco1	15	0.0	-10
5	O=c1c2c(nc(NCCO)n1CC1CCCCC1)-c1ccccc1CC21CCCC1	32	0.0	-28
6	O=C(NCC1CCCO1)c1ccc(F)c2ccccc12 (stereo not drawn)	10	-0.1	-10
7	O=C(NCc1ccccn1)C1CCCN(Cc2cnn(-c3ccccc3)c2-n2cccc2)C1 (stereo not drawn)	20	-0.9	-34
8	CCOC(=O)c1sc(NC(=O)CN(CC(C)C)CC(C)C)c(C(=O)OCC)c1C	-1	-0.5	3
9	O=C(COC(=O)CNC(=O)c1ccccc1F)NCCC1=CCCCC1	-1	0.6	2
10	CN(CC(=O)O/N=C(\N)c1ccc(Br)cc1)S(=O)(=O)c1ccccc1	15	0.0	-2
11	O=c1ccc2cc(S(=O)(=O)N3CCN(c4ccccc4F)CC3)ccc2[nH]1	2	-0.2	-21
12	Cc1nc2oc3c(=O)[nH]cnc3c2c2c1COC(C)(C)C2	11	-1.2	-8
13	CC(C)c1ccc(NC(=O)C2C3C=CC4(CN(CCCN5CCOCC5)C(=O)C24)O3)cc1 (stereo not drawn)	-1	-0.8	-2
14	COc1ccc(NC(=O)COc2ccc(C(=O)OCC(=O)N(C)C3CCS(=O)(=O)C3)cc2OC)cc1 (stereo not drawn)	5	-2.4	7
15	Cc1ccc(NC(=O)CCn2c(=S)oc3ccccc32)cc1F	9	-4.2	-4
16	COC(=O)Cc1nc2ccccc2[nH]1	10	-0.1	-31
17	CCOC(=O)C1=C(O)/C(=C/c2cc(C)n(-c3ccccc3)c2C)N=C1C	14	-0.4	-22
18	Cc1ccc(C)c(N2CCN(C(=O)CCCOc3cc(=O)n(C)c4ccccc34)CC2)c1	18	-3.2	-19
19	CCN(CC(=O)Nc1c(F)cccc1F)C(=O)C1Cc2ccccc2CN1S(=O)(=O)CC (stereo not drawn)	10	-2.9	-13
20	COc1ccccc1Oc1ccc2c(c1)C(=O)N(c1ccc(C)cc1)C2=O	1	-0.3	1
21	COc1ccc(/C=N/NC(=O)c2cccc([N+](=O)[O-])c2)c2ccccc12	12	1.4	0
22	Brc1ccc(Nc2c3c(nc4ncnn24)CCC3)cc1	3	-1.4	-25
23	CCCCN(C(=O)c1cc(S(=O)(=O)N2CCCCCC2)ccc1OC)c1ccccc1	33	-0.6	-24
24	O=C(C1CCCC1)N1CCN(S(=O)(=O)c2cccc(Cl)c2Cl)CC1	4	-0.5	-31
25	Cc1ccc(NC(=O)COC(=O)Cc2c(F)cccc2Cl)cc1S(=O)(=O)N1CCOCC1	16	0.3	-21

Additional compounds.
cpd	Compound	OX1R antag-1	STK33 kinase inh	OX1R antag-2
26	CC1CCN(C(=O)CSc2nc3c(c(=O)n(C)c(=O)n3C)n2C)CC1	13	-0.3	-12
27	COC(=O)c1cc(Br)c(=O)n(-c2ccccc2F)c1	11	-2.3	-7
28	C[C@H](CO)N1C[C@H](C)[C@@H](CN(C)C(=O)Nc2ccc3c(c2)OCO3)Oc2c(NS(=O)(=O)c3ccccc3)cccc2C1=O	3	-0.2	-16
29	CC1CCN(c2ccc3c(c2)S(=O)(=O)c2cccc(C(=O)NC[C@@H]4CCCO4)c2C3=O)CC1	41	0.1	-5
30	COc1ccc(NC(=O)COC(=O)Cn2cnc3ccccc3c2=O)cc1OC	16	-0.3	-4
31	CCCCNc1ncnc2c1cnn2-c1ccc(C)cc1C	12	-0.1	-16
32	Cc1ccc(C(=O)Oc2ccc(Cl)c3cccnc23)cc1[N+](=O)[O-]	6	-1.8	4
33	CC1(C)CCC(=O)N(c2ccc(OC(F)(F)F)cc2)C1=O	1	0.4	-2
34	COc1cc(NC(=O)CC(C)S(=O)(=O)c2ccc3c(c2)NC(=O)CO3)cc(OC)c1OC (stereo not drawn)	6	-1.0	-7
35	COc1ccc(/C(N)=N/OC(=O)Oc2ccccc2)cc1OC	-3	-2.7	-10
36	O=C(Nc1ccccc1)c1ccccc1N=Cc1cccc(O)c1	3	0.1	-10
37	Cc1nn(C)c(NC(=O)c2ccccc2Cl)c1Cl	5	-0.9	-9
38	O=C(CN1C(=O)/C(=C/c2ccccc2F)Oc2ccccc21)N1CCN(c2ccccn2)CC1	4	-1.2	-16
39	Cc1[nH]c2ccccc2c1C(=O)COC(=O)c1nccnc1N	7	-0.7	-13
40	O=C(c1ccccc1)c1ccc(Oc2ccc(C(=O)O)c(C(=O)O)c2)cc1	5	-3.1	1
41	COc1ccc(Cc2c(O)nc(SCC(=O)NC(C)(C)C)[nH]c2=O)cc1	2	-0.9	-6
42	Fc1ccc(CSc2nc3ncc(Br)cc3[nH]2)cc1	14	-0.6	-6
43	O=C(Nc1ccncc1)c1cncc(Br)c1	10	2.8	-15
44	O=C(NNC(=O)c1ccccc1F)c1ccc(S(=O)(=O)N2CCCC2)cc1	1	-1.3	-1
45	Cc1ccc(Cl)cc1N1CCN(C(=O)Cc2c(C(=O)O)[nH]c3ccccc23)CC1	10	-2.6	-8
46	O=C(Nc1ccc(N2CCOCC2)cc1N1CCOCC1)c1ncoc1-c1cccc(F)c1	5	-1.4	3
47	CCOc1ncc(S(=O)(=O)N2CCN(CC)CC2)cc1C(=O)O	-8	-1.2	8
48	CCn1nc(C)cc1Nc1ccccc1	1	-0.2	-17
49	Cc1ccc(CNC(=O)CN2C(=O)CSc3ccc(S(=O)(=O)N4CCCCC4)cc32)cc1	6	-0.7	-7
50	O=S(=O)(NCc1ccccc1)c1cccc2nsnc12	42	-0.9	-14

Exported with values ahead of the structure: 7 of the compounds above.
item	OX1R antag-1	STK33 kinase inh	OX1R antag-2	SMILES
23	33	-0.6	-24	CCCCN(C(=O)c1cc(S(=O)(=O)N2CCCCCC2)ccc1OC)c1ccccc1
50	42	-0.9	-14	O=S(=O)(NCc1ccccc1)c1cccc2nsnc12
15	9	-4.2	-4	Cc1ccc(NC(=O)CCn2c(=S)oc3ccccc32)cc1F
12	11	-1.2	-8	Cc1nc2oc3c(=O)[nH]cnc3c2c2c1COC(C)(C)C2
35	-3	-2.7	-10	COc1ccc(/C(N)=N/OC(=O)Oc2ccccc2)cc1OC
40	5	-3.1	1	O=C(c1ccccc1)c1ccc(Oc2ccc(C(=O)O)c(C(=O)O)c2)cc1
49	6	-0.7	-7	Cc1ccc(CNC(=O)CN2C(=O)CSc3ccc(S(=O)(=O)N4CCCCC4)cc32)cc1

More records follow.
nr	SMILES	OX1R antag-1	STK33 kinase inh	OX1R antag-2
51	CC(C)NC(=O)CN1CCC(c2ccccc2)C(O)C1 (stereo not drawn)	8	0.2	5
52	Cc1ccc(S(=O)(=O)NC(=NCC(=O)O)c2ccc(F)cc2)cc1	6	1.7	1
53	O=C(NCc1ccc(N2CCCC2=O)cc1)c1cc(COc2c(F)cccc2F)on1	9	8.2	-11
54	Cc1[nH]c2ccccc2c(=O)c1CN(C)Cc1ccccc1	9	0.0	-10
55	Cc1nnc(Sc2nc3ccccc3o2)c2ccccc12	26	-0.1	-22
56	CC(=O)C1C(c2cccc(F)c2)c2c(n[nH]c2C)CC1(C)O (stereo not drawn)	8	0.0	2
57	Cc1ccc(-n2ncc3c(NCC4CCCO4)ncnc32)c(C)c1 (stereo not drawn)	36	-1.0	0
58	CC(=O)Nc1ccc(S(=O)(=O)NCc2ccc3[nH]c(C)cc3c2)cc1	-11	0.1	6
59	O=C(N/C(=C/C=C/c1ccccc1)C(=O)N1CCOCC1)c1ccccc1Br	9	-1.0	1
60	Cc1ccc(C)c(OCC(=O)N2CCN(C(=O)c3ccco3)CC2)c1	10	-1.3	-3
61	CC(=O)c1cc2c(cc1NC(=O)c1ccc(C)cc1)OCCO2	32	-1.5	-20
62	CN(C)S(=O)(=O)c1ccc(C(=O)NC(=O)CSc2nnnn2C)cc1	13	-1.9	1
63	C[C@@H]1NC(=O)[C@H](CCC(N)=O)NC(=O)c2cc([N+](=O)[O-])cc(I)c2NCC[C@@H](C(N)=O)NC1=O	23	-0.4	2
64	CC(CCc1ccccc1)OS(N)(=O)=O (stereo not drawn)	9	-1.0	-22
65	COc1cccc(N2CC(C(=O)Nc3nnc(SCCC4OCCO4)s3)CC2=O)c1 (stereo not drawn)	8	-0.7	-12
66	NC(=S)N/N=C/c1cccc(O)c1O	14	0.7	-7
67	O=C(CCC(=O)c1cccs1)Nc1nc2ccccc2s1	6	1.0	-24
68	COc1cc2c(cc1NC(=O)CSc1nnc(COc3ccc(Cl)cc3)n1C)oc1ccccc12	-2	-1.5	-1
69	Cc1cccc(C)c1NC(=O)CCCn1nc(C)c2c(C)n(-c3ccccc3)nc2c1=O	14	-0.8	-24
70	C/C(=N\NS(=O)(=O)c1ccc(C)c([N+](=O)[O-])c1)c1ccc2c(c1)OCO2	11	-1.4	7

New compounds follow:
nr	SMILES	OX1R antag-1	STK33 kinase inh	OX1R antag-2
71	Cc1ccc(NC(=O)COC(=O)c2cc(Cl)ccc2[N+](=O)[O-])cc1	11	-1.9	-19
72	Cc1ccc(OCC2Cn3c(nc4c3c(=O)n(C)c(=O)n4C)O2)cc1 (stereo not drawn)	11	-0.4	-2
73	Cc1occc1-c1nnc(SCC(=O)c2c(N)n(Cc3ccccc3)c(=O)n(C)c2=O)n1C	2	-1.1	-2
74	COc1ccc(-c2csc(CCn3nc(C)cc3C)n2)cc1OC	14	-1.4	-21
75	CCNc1nc2c(c(=O)n(Cc3ccccc3)c(=O)n2C)n1Cc1ccccc1	15	-0.4	-28
76	Cc1ccc(S(=O)(=O)N(CC(=O)NN=C2CCN(C)CC2)c2ccc(C(C)C)cc2)cc1	8	-0.9	-37
77	Cc1ccc(S(=O)(=O)N(C)C)cc1NC(=O)COC(=O)/C=C/c1ccc2ccccc2n1	38	0.0	-22
78	CN(C)S(=O)(=O)c1cccc(NC(=O)CCNC(=O)Nc2ccccc2)c1	2	-1.1	-9
79	Cc1c(NC(=O)Nc2ccccc2Cl)c(=O)n(-c2ccccc2)n1C	11	-0.1	-9
80	COc1ccccc1N(CC(=O)Nc1ccc(S(=O)(=O)N2CCCCC2)cc1)S(C)(=O)=O	11	-1.3	-17
81	CC1(C)CC(=O)C2=C(C1)OC(c1ccc(O)cc1)C(C#N)=C2N (stereo not drawn)	25	0.4	-6
82	COc1ccc([C@@H]2[C@@H]3C(=O)N(C(C)(C)C)C(=O)[C@@H]3[C@]3(Cc4ccccc4)C(=O)N(c4ccc(C)cc4)C(=O)N23)cc1	19	-3.0	-19
83	O=C(/C=C/c1ccc(F)cc1)Nc1ccc2[nH]c(=O)[nH]c2c1	8	-2.0	-18
84	O=c1cnnc(N/N=C/C2CC=CCC2)[nH]1 (stereo not drawn)	18	-0.1	-10
85	O=C(Cn1c(=O)oc2ccccc21)N(Cc1ccccc1)C1CCS(=O)(=O)C1 (stereo not drawn)	9	-0.7	-10
86	Cc1ccc(N2C(=O)C(CC(=O)Nc3cccc(F)c3)N(C3CC3)C2=O)cc1 (stereo not drawn)	6	-0.2	-25
87	Cc1ccc(S(=O)(=O)N(C)CC(=O)NNC(=O)CCC(=O)c2ccc(F)cc2)cc1	4	-1.4	-8
88	O=C(NC1CCSc2ccccc21)c1ccccc1Br (stereo not drawn)	3	-3.0	-6
89	O=Cc1ccc(N2CCCC2)o1	9	-0.1	4
90	CCCCNC(=O)COC(=O)c1cc2c(C)nn(-c3ccccc3)c2s1	21	-0.1	-22

(cont.)
nr	SMILES	OX1R antag-1	STK33 kinase inh	OX1R antag-2
91	Cc1ccc(S(=O)(=O)Oc2ccc(/C=C3\N=C(c4cccc(C)c4)OC3=O)cc2)cc1	4	0.6	-8
92	COc1ccnc(Oc2ccc(Cl)cc2)c1C#N	24	-0.7	5
93	COc1cc(C(=O)NCc2nnc(SCC(=O)Nc3nccs3)o2)cc(OC)c1OC	8	4.8	-13
94	COC(=O)c1ccccc1NC(=O)c1cccnc1	2	0.3	-10
95	Cc1nc(C)c(C(=O)N/N=C/c2cn(C)c3ccccc23)s1	19	-0.1	-3
96	c1ccc(-c2ccc3c(c2)NC(C2Nc4cc(-c5ccccc5)ccc4O2)O3)cc1 (stereo not drawn)	13	-3.0	-3
97	Cn1c(=O)c2sccc2n2c(CCCC(=O)Nc3ccc(F)cc3F)nnc12	4	0.3	-7
98	O=C(c1cc(-c2cccs2)on1)N1CCN(C(c2ccccc2)c2ccccc2)CC1	6	0.1	-19
99	COc1ccc2[nH]c3c(c2c1)CCN1C(=O)C(CC(=O)NCc2cccc(C(F)(F)F)c2)C[C@H](C(=O)N2CCOCC2)[C@@]31C (stereo partly drawn)	13	nt	-21
100	Oc1ccc(O)c(/C(=N/Nc2ccccc2)c2ccccc2)c1	-3	1.6	-5
101	Nc1ccc(NC(=O)c2cccs2)c(Cl)c1	3	0.6	-8
102	Cc1c(NC(=O)COC(=O)CCC(=O)c2ccc(Cl)cc2)c(=O)n(-c2ccccc2)n1C	18	-3.9	-26
103	CCN1CCN(CCC(=O)Nc2ccc(F)c(F)c2)CC1	3	-4.1	4
104	COc1cccc(C2c3[nH]c4ccccc4c3CCN2C(=O)c2ccccc2F)c1OC (stereo not drawn)	17	-0.2	-7
105	CCCS(=O)(=O)N1CCCC(C(=O)NCCCN2CCCC2=O)C1 (stereo not drawn)	9	-0.3	-8
106	Cc1ccc(OCCSc2nc3ccccc3n2CCC(=O)O)cc1	49*	-1.1	12
107	Cc1c(Cl)cccc1NC(=S)N(Cc1cccs1)C1CCCC1	26	-1.3	-8

Compound activity from PubChem.
